# Screens: PubChem, Fisher Drug Discovery Resource Center
# NPYLR7 agonist: mosquito NPYLR7 agonism; AID 1259423; HEK293T NPYLR7/Galpha15, GCaMP6s calcium fluorescence; activation, % at 10 µM; 270,000 compounds, 0.15% hits; in the data active = activation above about 40%;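 note: 0% = vehicle and 100% = reference agonist at the receptor; some compounds past the cut are filed as inactive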
# mcGAS lum: inhibitors of mouse cGAS; 160,000 compounds, 0.15% hits; recombinant cGAS, Kinase-Glo ATP depletion luminescence; inhibition, % at 12.5 µM;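 note: 0% = negative control wells and 100% = reference inhibitor with no enzyme activity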
# hcGAS inh: human cGAS inhibition | Q8N884 | recombinant h-cGAS, ATP depletion, Kinase-Glo luminescence | inhibition, % at 12.5 µM | 290,000 compounds, 0.081% hits;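 note: 0% = vehicle reaction and 100% = reaction without DNA for no activity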
# Target sequence (Q8N884 whole entry, looked up): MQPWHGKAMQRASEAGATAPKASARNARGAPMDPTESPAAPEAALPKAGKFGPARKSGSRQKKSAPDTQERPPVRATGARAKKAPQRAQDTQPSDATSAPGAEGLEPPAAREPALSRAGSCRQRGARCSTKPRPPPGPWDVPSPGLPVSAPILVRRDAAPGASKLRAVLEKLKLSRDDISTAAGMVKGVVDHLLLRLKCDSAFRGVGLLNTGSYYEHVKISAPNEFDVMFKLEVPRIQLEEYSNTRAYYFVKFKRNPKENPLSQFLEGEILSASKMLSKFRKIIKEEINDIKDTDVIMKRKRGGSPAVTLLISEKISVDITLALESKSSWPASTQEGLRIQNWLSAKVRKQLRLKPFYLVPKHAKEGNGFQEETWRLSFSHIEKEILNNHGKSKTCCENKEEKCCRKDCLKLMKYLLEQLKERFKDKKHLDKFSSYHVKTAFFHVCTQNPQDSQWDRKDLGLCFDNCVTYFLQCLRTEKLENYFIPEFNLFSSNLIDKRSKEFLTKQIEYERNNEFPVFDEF
# * hit, by the source's call; / = not tested or not shown. Cut-off read from the data, not from the text of the source, unless noted: active = inhibition above about 40%; inactive = the rest.
# Sample of the layout:
Structure	NPYLR7 agonist	mcGAS lum	hcGAS inh
CC(C)(C)OC(=O)N1CCN(c2ccc(CN)cc2F)CC1	2	-10	-13
S=c1[nH]n(-c2ccccc2)c(=S)s1	5	-5	-2
CSc1nn(CC(=O)Nc2ccc(C(C)C)cc2)c(N)c1-c1nc(-c2ccc3c(c2)OCO3)no1	-16	-2	2

# The list itself, from the first entry:
Structure	NPYLR7 agonist	mcGAS lum	hcGAS inh
CC(C)(C)OC(=O)N1CCN(c2ccc(CN)cc2F)CC1	2	-10	-13
S=c1[nH]n(-c2ccccc2)c(=S)s1	5	-5	-2
CSc1nn(CC(=O)Nc2ccc(C(C)C)cc2)c(N)c1-c1nc(-c2ccc3c(c2)OCO3)no1	-16	-2	2
CNC(=O)Cc1nc(-c2ccncc2)n[nH]1	3	-8	-11
CN1CC=C(CN(Cc2ccc3c(c2)OCO3)C(=O)c2cccs2)CC1	0	/	4
COCCc1noc(-c2ccc(-c3cccc(C(C)OC)c3)nc2)n1 (centres undefined)	3	/	-2
O=C(c1cnc(-c2ccco2)s1)N1CCCC(C(F)(F)F)C1 (centres undefined)	-7	-16	-10
Cc1cc(C)c2oc(=O)cc(CN(C)CCC(O)c3ccccc3)c2c1 (centres undefined)	/	-10	-11
Cc1ccnc(N2CCN([C@@H]3c4ccccc4C4(CCNCC4)[C@H]3O)CC2)c1	13	/	-7
Fc1cccc(-c2cnnc(NCCC3=CCCCC3)n2)c1	5	/	-8
CC(C)Cc1nc(N2CCN(C(=O)c3ccc(Cl)c(Cl)c3)CC2)c2c(-c3cccc(Oc4ccccc4)c3)noc2n1	-2	-4	-2
Cc1ccc(C(C)C)cc2c(C)ccc1-2	-5	-4	-5
O=c1c2cc(Br)ccc2nc(-c2cc(C(F)(F)F)ccc2F)n1Cc1ccccc1	4	-6	-6
O=C(Nc1cc2c(ccc3ccccc32)oc1=O)c1ccc(Cl)cc1	13	/	-3
CCCn1nc(C(=O)Nc2nc3ccc(C)cc3s2)ccc1=O	5	/	-15
CCCc1cc(Cl)n2ncc(-c3ccccc3)c2n1	1	-10	-5
O=C(c1cc2n(n1)CCN(Cc1ccc(Cl)c(Cl)c1)C2=O)N1CCN(C(=O)c2ccco2)CC1	13	-4	-1
O=C(NCCCc1ccccc1)C1CC=CCC1C(=O)N1CCc2ccccc2C1 (centres undefined)	-16	/	-2
COC(=O)c1ccc2c(c1)C1CC(C)(O2)N(c2ccc(F)c(F)c2)C(=O)N1 (centres undefined)	-3	-6	-4
CCOC(=O)c1ccccc1N1C(=O)/C(=C\c2ccncc2)N(C)C1=S	-4	-3	-6
CC1C(=O)N(c2ccc3c(c2)CCC3)CCN1C(=O)c1cccs1 (centres undefined)	1	-4	-5
COc1cc(C2SCCN2C(=O)Nc2c(C(C)C)cccc2C(C)C)ccc1OCc1ccccc1 (centres undefined)	1	-4	-7
COc1ccccc1CN(CC(=O)NC(=O)NC(C)(C)C)Cc1cccs1	3	/	-5
O=C(c1cc(=O)c(OCc2ccccc2)c[nH]1)N1CCN(c2cccc(C(F)(F)F)c2)CC1	0	/	-10
CCOc1ccc(N=c2sc(C(C)=O)c(C)n2CCO)cc1	-7	-6	-5
C[C@@H]1CN(C(=O)C2(N3CCOCC3)CCCCC2)CC[C@]1(C)O	/	-6	-10
Cc1cccc(C(=O)NC(C)c2cnn(-c3ccccn3)c2C)n1 (centres undefined)	0	-3	-9
Cc1cc(C(C)(C)C)cc(C)c1CN1C(=O)C(=O)N(C2CC2)C1=O	-3	-1	-1
COc1cc(C=CC(=O)c2ccc(F)cc2)ccc1OC(F)F	-9	/	1
COCC(=O)N1CCCC(N2CCN(c3ccccc3OC)CC2)C1 (centres undefined)	2	/	-8
COc1ccc(C(=O)N2CCN(c3nc(C)nc(C)c3Cc3cccc(C)c3)CC2)cc1	5	-5	-4
O=C(c1ccc2c(c1)OCO2)N1CCC(n2cc(C3CCCC3)nn2)CC1	-3	/	2
COc1cncc(N2CC3ON=C(c4c(F)cccc4Cl)C3C2)c1 (centres undefined)	7	/	-6
Cc1ccc(C=CC2=Cc3c(sc(NC(=O)CCl)c3C#N)C(C)(C)C2)o1	-6	16	-6
COCCc1nc2ccc(C(=O)N3CCc4c([nH]c5ccccc45)C3C(C)C)cc2o1 (centres undefined)	23	/	-3
COc1cc(C(=O)NC(=S)Nc2cc(C)c(C)cc2O)cc(OC)c1OC	2	/	-4
Cc1cc(N2C[C@H]3C[C@H](O)[C@H](O)C[C@H]3C2)nc(-c2ccccc2)n1	-3	/	-2
O=C1/C(=C/c2ccc([N+](=O)[O-])cc2)C=C(c2ccccc2)N1c1ccc(Nc2ccccc2)cc1	11	-5	-5
CC(C)(C)C1CCc2sc(C(=O)N3CCNC(=O)C3)cc2C1 (centres undefined)	6	93*	-11
CCC(=O)N1CCN(c2ncccc2C(=O)NCc2ccc3c(c2)OCO3)CC1	3	-8	-5
CCOC(=O)C1(CCc2ccccc2)CCCN(C(=O)c2ccc3[nH]ccc3c2)C1 (centres undefined)	11	-10	-9
COc1cccc(C(CN2CCN(C(=O)c3cc(C)nc(Cl)c3)CC2)OCc2ccc(C#N)cc2)c1 (centres undefined)	-1	-4	-1
Cc1cnn(CC2CC2)c1NC(=O)C1CC1c1ccccc1Cl (centres undefined)	-4	/	7
O=C(NCCF)c1ccc(-c2cc(-c3ccc(Cl)cc3)[nH]n2)cc1	23	-6	-1
CC(=O)NCCc1csc2nc(-c3cccs3)nn12	-6	-6	-1
C=CCc1cc(C)c(OCCCCN2CCN(C)CC2)c(C)c1	-10	/	-2
COC(=O)c1ccc(C(=O)N2CCN(c3ccc(NC(=O)c4ccc(C)cc4)cn3)CC2)cc1	3	-9	-8
CCCCOc1ccc(C(=O)Nc2c(-c3ccc(OC)cc3)nc3ccccn23)cc1	-1	-4	0
CCOCCOC(=O)C1=C(C)N(C)C(=O)NC1c1ccc(OCc2ccccc2)cc1 (centres undefined)	-4	-7	-5
O=c1oc2ccc3ccccc3c2cc1-c1csc(Nc2ccc(Oc3ccc(Cl)cc3)cc2)n1	-3	-3	-4

# Later entries:
Structure	NPYLR7 agonist	mcGAS lum	hcGAS inh
Cc1nc(NCCNC(=O)Nc2cccc(Cl)c2C)cc(-n2ccnc2C)n1	-16	-11	-4
O=C(Nc1ccc2c(c1)OCO2)c1cc(C2CCCCN2C(=O)OCCF)on1 (centres undefined)	2	-7	-11
CCn1c(C2CC2)n[nH]c1=S	6	/	-7
CCSc1ccc(C(C)NC(=O)N2CCC(NC(C)=O)CC2)cc1 (centres undefined)	-1	-16	-7
O=C(c1cc(=O)n(-c2ccccc2)[nH]1)N1CCOC(C(F)(F)F)C1 (centres undefined)	0	-12	-5
CS(=O)(=O)NCC1CCN(CCCc2ccccc2)C1 (centres undefined)	3	-11	-9
CCN(CC)C(=O)C1CCN(C(=O)c2cc(C)ccc2O)CC1	-18	/	-11
COc1ccc(Br)c(NC(=O)N2CCOCC2)c1	1	/	3
Clc1ccc(Nc2nc(-c3ccccc3)c3ccccc3n2)cc1	-9	-3	-4
O=C(NCC12CC3CC(CC(C3)C1)C2)c1ccc2c(c1)OCO2	3	-9	-6
O=C1CCCN1CC(=O)N1CCC(C2CCN(Cc3cccc(F)c3F)CC2)C1 (centres undefined)	21	/	-6
C=CCN1CC(C(=O)N2CCC(Cc3nncn3-c3ccccc3)CC2)CC1=O (centres undefined)	/	-8	-5
CCC(CC)C(=O)N1CCN(c2nc(N3CCCC3)nc(N3CCCC3)n2)CC1	2	4	6
CCC(C)(C)NC(=O)C(C)S(=O)(=O)c1nncn1C1CC1 (centres undefined)	12	/	-4
CCCc1nnc(C(=O)N(C)CC(=O)NC)o1	7	-15	-7
CC(C)C(=O)NCCn1ccc2ccccc21	6	/	4
C=CCN(Cc1ccccc1OCC)C(=O)C1CCC1	4	/	0
O=c1[nH]nc2n(c1=O)CCN2c1ccccc1	-3	/	-8
CC1(C)CC(NC(=O)c2ccc3ccccc3c2)CC(C)(C)N1	18	/	-11
O=C1N(CCc2ccccc2)CCCC1(O)CNCc1ccsc1 (centres undefined)	7	-10	-6
COc1cc2oc(=O)c3c(c2cc1Cl)CCCC3	7	/	-2
Cc1ccc(CN(CCc2ccccc2)C(=O)CN(C(=O)CCc2ccccc2)C2CCCCC2)o1	-1	-5	-1
O=S(=O)(NC1CC1c1ccc(F)cc1)N1CCc2ccccc2C1 (centres undefined)	5	-7	-8
COc1ccccc1Cn1c(C(=O)N2CCN(C(=O)c3ccc(F)cc3)C(C)C2)cc2ccsc21 (centres undefined)	38	-4	-10
CC(=O)CC1(O)C(=O)N(CCCl)c2ccccc21 (centres undefined)	3	-7	9

# Remaining list, next part
# Values run as follows: NPYLR7 agonist | mcGAS lum | hcGAS inh
CCOC(=O)Nc1ccc2c(c1)C(=O)N(C)c1cc(C)ccc1O2
 : 5 | / | -3
CNC(=O)CSc1nnc(C(C)N(C)C)n1-c1ccc(Cl)cc1 (centres undefined)
 : 2 | / | -9
NC(=O)c1ccsc1NC(=O)CN1CCN(Cc2ccc(Br)s2)CC1
 : 0 | -5 | -5
Cc1nc(CN2CCN(C(=O)c3nccc4ccccc34)CC2)cs1
 : 10 | / | -6
O=C(NCC1(O)CCCNCC1)c1cc2ccccc2[nH]c1=O (centres undefined)
 : 4 | / | -3
CN1CCN(c2oc(CN3C(=O)c4ccccc4C3=O)nc2C#N)CC1
 : 15 | -4 | -5
CN(Cc1cc2n(n1)CCCNC2)Cc1nc(-c2ccccc2)cs1
 : -15 | / | -4
O=C(C1CC1)N1CCc2sccc2C1c1ccc(Cl)cc1Cl (centres undefined)
 : -5 | -5 | -5
Cn1c(C(=O)N(CC(N)=O)C2CCCC2)cc(Cl)c1Cl
 : 4 | / | -5
NC(=O)Cc1csc(SCC(=O)c2ccc(F)cc2)n1
 : / | -7 | -8
CCCCN(C=O)c1c(CC)nc2ccc(C(=O)N(CC)CCN(C)C)cn12
 : -10 | 1 | 1
Fc1ccc(F)c(C2c3[nH]c4ccccc4c3CCN2CCCn2cccn2)c1 (centres undefined)
 : -1 | -4 | -3
CCOC(=O)C1CCCN(C(=O)c2cc(COc3ccccc3SC)on2)C1 (centres undefined)
 : -3 | -9 | -4
C=CCNC(=O)NC1CC(=O)N(Cc2cccc3ccccc23)C1 (centres undefined)
 : 15 | -12 | -8
CCOc1ccc(OCC(=O)NNC(=O)c2cc(OC)c(OC)c(OC)c2)cc1
 : 11 | / | 1
Clc1nc(SCc2ccccc2)nc2ccccc12
 : -3 | 1 | 8
Cc1ccc(C2(O)CCN(C(=O)c3cc(CC(C)C)[nH]n3)CC2)nc1
 : 8 | -16 | -3
COc1ccc(N2CC(NC(=O)NCCn3ccc4ccccc43)CC2=O)cc1OC (centres undefined)
 : -7 | -10 | -4
O=C(O)CCN1C(=O)COc2cc(Br)ccc21
 : 14 | -7 | -15
COc1ccc(-n2c(C)c(C)c3c(NC(=O)C4CCCC4)ncnc32)cc1
 : 6 | / | -4
CN(CC1OCCO1)C(=O)CC1(CC(=O)O)CCCC1
 : -18 | -2 | -4
CCOc1ccc(C2NC(=O)NC(C)=C2C(=O)OC(C)C)cc1 (centres undefined)
 : 0 | / | -5
CCCCn1c(SCc2cc(=O)n3ccsc3n2)n[nH]c1=O
 : 9 | / | -5
Cc1ccc(C(=O)N(C)CCn2cc(C(=O)N3CCSCC3)nn2)cc1F
 : -11 | -2 | -1
CCOC(=O)c1c(NC(=O)Cc2cccs2)sc(C(=O)N2CCOCC2)c1C
 : 2 | 0 | -1
O[C@@H]1CN(Cc2ccncc2Cl)CC[C@H]1c1ccc2ccccc2c1
 : -1 | / | -6
Cc1nc2n(n1)C(=O)C(C(c1cccc(F)c1)N1CCC(C)CC1)S2 (centres undefined)
 : 1 | / | -9
CCOC(=O)c1cnc(SCC(=O)OCC(=O)Nc2cc(Cl)cc(Cl)c2)nc1N
 : -5 | -4 | -6
CCOc1ccc(C(=O)Nc2ccc3oc(-c4cccc(F)c4)nc3c2)cc1[N+](=O)[O-]
 : -7 | 0 | 2
COC(=O)c1cc2n(n1)CCCN(Cc1ccc(C3CCCCO3)o1)C2 (centres undefined)
 : 10 | -17 | -3

# 3 of these compounds, reformatted:
Cc1ccc(C2(O)CCN(C(=O)c3cc(CC(C)C)[nH]n3)CC2)nc1
  NPYLR7 agonist: 8 | mcGAS lum: -16 | hcGAS inh: -3

CCOc1ccc(C(=O)Nc2ccc3oc(-c4cccc(F)c4)nc3c2)cc1[N+](=O)[O-]
  NPYLR7 agonist: -7 | mcGAS lum: 0 | hcGAS inh: 2

CCOC(=O)c1c(NC(=O)Cc2cccs2)sc(C(=O)N2CCOCC2)c1C
  NPYLR7 agonist: 2 | mcGAS lum: 0 | hcGAS inh: -1

# Continuation.
# Values run as follows: NPYLR7 agonist | mcGAS lum | hcGAS inh
CC(C)N1CCC(C)(C(=O)Nc2cc(C(C)(C)C)nn2C)C1 (centres undefined)
 : 6 | / | -7
CC(C)(CNC(=O)Cn1ccnn1)c1ccc(Cl)c(Cl)c1
 : -14 | / | 1
COc1ccccc1CN(C(=O)CCn1cnc2ccccc21)C1CC1
 : -2 | -8 | -8
COC(=O)c1c(OCCc2ccccc2F)cc(=O)n2c1CCN(C(=O)c1ccccc1Cl)CC2
 : 1 | -12 | -7
CCCN(C)c1nc(SCc2ccc(C(=O)NCc3ccccn3)cc2)nc(C)c1C
 : -4 | -5 | -2
Cc1cc(/C=C2\SC(N)=NC2=O)c(C)n1-c1ccccc1
 : -1 | -4 | -1
CC=Cc1ccc(OCCN2C(=O)c3ccccc3C2=O)c(OC)c1
 : -2 | / | -5
C=CCn1c(Sc2nc3ccccc3[nH]2)nc2c1c(=O)[nH]c(=O)n2C
 : -7 | -4 | -3
O=C1/C(=C/c2ccc(Cl)cc2)C=C(c2ccccc2)N1c1ccccc1O
 : 3 | -2 | -6
